# ELG1 repair inh – ELG1-dependent DNA repair inhibition; HEK293T ELG1-luciferase reporter, luminescence, 16 h; DNA damage induced by 5-fluorouridine; AID 504467; Potency, µM (highest dose often 46.1 µM), for the others: at the top dose activity change, negative = inhibition, usual class: inhibitors; 2.3% of 330,000 active; note: potency is the fitted concentration of half-maximal effect; % is set by controls: 0 for no effect and ±100 for the full control effect; nearly all actives have a fitted effect of over 55% in size
#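 Overnight (16 hr) co-exposure of 2,000 cells/well to 5-fluorouridine and compound at 37 °C preceded detection. Luciferase was quantified via ONE-Glo luminescence; loss of signal denotes inhibition.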
# BCR signal inh – inhibitors of chronic active B-cell receptor signaling. ABC-DLBCL IkBa-CBG/CBR reporter, luminescence ratio, 4 h. AID 493014. Potency, µM (series often up to 46.1 µM), without a hit: at the highest dose ratio change, negative = lower green/red ratio, actives largely listed as inhibitors. 0.05% of 340,000 active; active = well fitted inhibition curve with a large enough effect in the signal ratio, with a control signal flat, not every such curve was filed as active; inconclusive = small, poorly fitted or top-dose-only effect, or effect the other way, or a change in a side signal; the % refers to the signal ratio;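 note: potency is the fitted concentration of half-maximal effect; plate controls were basal doxycycline-induced cells for no effect and cells given 10 µM MG132 for full effect; MG132 reads +100%, hits lower the ratio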
#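 Concentration-response series (up to 46 uM) were applied to TMD8 dual-reporter cells for 4 h at 37C with doxycycline. Green/red ratio, after filter-overlap correction, defined %Activity; red signal alone was normalised to basal cells and zero luminescence.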
# PTAP TSG101 blk – blocks PTAP/TSG101 interaction to inhibit HIV-1 budding; 340,000 tested, under 10 active; Q99816; Potency, µM (doses to about 115 µM), inactives show at the highest dose activity change, negative = inhibition, actives largely listed as inhibitors; Fluorescence polarization, FITC-PTAP peptide / Tsg101 binding; AID 493005; active = well fitted inhibition curve with a large enough effect in the main read-out, with a control signal flat, not every such curve was filed as active; inconclusive = small, poorly fitted or top-dose-only effect, or effect the other way, or a change in a side signal; inactive = no such curve, though single readings can be large or run the other way; note: potency is the fitted concentration of half-maximal effect; % of control where 0% means no effect
# Target sequence (Q99816 whole entry, looked up): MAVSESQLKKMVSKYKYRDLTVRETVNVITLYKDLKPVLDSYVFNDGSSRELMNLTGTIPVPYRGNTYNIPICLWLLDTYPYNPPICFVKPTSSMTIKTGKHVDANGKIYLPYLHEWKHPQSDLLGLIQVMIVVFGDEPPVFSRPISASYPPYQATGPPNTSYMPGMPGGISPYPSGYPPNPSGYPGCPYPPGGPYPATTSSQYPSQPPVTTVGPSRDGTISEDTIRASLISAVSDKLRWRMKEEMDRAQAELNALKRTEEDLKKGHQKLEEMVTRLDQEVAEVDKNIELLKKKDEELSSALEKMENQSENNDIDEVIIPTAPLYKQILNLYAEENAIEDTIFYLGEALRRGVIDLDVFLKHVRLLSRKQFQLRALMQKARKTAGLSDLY
#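 Fluorescence polarization binding of Tsg101 binding domain (10 uM final) to FITC-labeled PTAP peptide (50 nM final) in HEPES pH 7.5 buffer with NaCl, Tween 20, EDTA, TCEP. Compounds added before peptide; binding 20 min at RT.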
# USP2a inh – USP2a (human) protease inhibition; USP2 core, Ub-CHOP2 coupled fluorogenic reporter, 485/531; Potency, µM (titrated, usually from 38.3 µM), for the others: top-dose activity change, negative = inhibition, hits mostly inhibitors; 0.01% of 330,000 active; AID 463254;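 note: potency is the fitted concentration of half-maximal effect; plate controls were DMSO wells for no effect and full inhibition by NEM control for full effect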
# Target sequence (O75604 whole entry, looked up): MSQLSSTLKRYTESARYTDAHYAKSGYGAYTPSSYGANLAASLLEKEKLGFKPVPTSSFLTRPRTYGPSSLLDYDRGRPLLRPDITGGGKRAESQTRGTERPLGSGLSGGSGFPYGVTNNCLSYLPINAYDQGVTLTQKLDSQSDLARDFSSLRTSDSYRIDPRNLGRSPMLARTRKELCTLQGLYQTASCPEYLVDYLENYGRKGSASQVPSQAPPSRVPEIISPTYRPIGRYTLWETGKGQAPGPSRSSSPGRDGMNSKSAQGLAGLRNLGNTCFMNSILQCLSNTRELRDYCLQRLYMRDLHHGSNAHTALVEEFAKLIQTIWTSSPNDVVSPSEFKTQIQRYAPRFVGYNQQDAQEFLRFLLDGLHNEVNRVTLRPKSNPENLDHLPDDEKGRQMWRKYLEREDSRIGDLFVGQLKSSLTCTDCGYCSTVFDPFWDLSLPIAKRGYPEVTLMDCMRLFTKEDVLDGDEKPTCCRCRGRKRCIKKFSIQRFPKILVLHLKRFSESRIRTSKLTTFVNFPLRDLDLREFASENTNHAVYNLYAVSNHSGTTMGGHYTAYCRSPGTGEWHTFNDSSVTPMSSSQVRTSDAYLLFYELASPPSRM
#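 Cell-free coupled assay: 10nM USP2 core preincubated 30min RT with compound in Tris-HCl pH 8.0/CaCl2/CHAPS buffer, then 25nM Ub-CHOP2 and 25nM reporter substrate; fluorescence (Ex 485/Em 531) read after 60min RT, normalized to NEM inhibition, concentration-response curves fitted.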
# Tb PFK block – inhibitors of T. brucei phosphofructokinase; Potency, µM (top dose mostly 57.5 µM), for inactives: at the top dose activity, negative = inhibition, usual class: inhibitors; 0.17% of 330,000 active; T. brucei PFK, ADP-Glo luminescence; O15648;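 note: potency is the fitted concentration of half-maximal effect; 0% = uninhibited 1x PFK enzyme wells and -100% = no-enzyme wells; nearly all actives have a fitted effect of over 60% in size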
#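 Activity is normalized to no-enzyme wells (full inhibition) and 1.25 nM enzyme wells (no inhibition). Reaction: 0.5 mM F6P, 0.1 mM ATP, 45 min RT, ADP-Glo luminescence; concentration-response curves fitted and classed by quality.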
# Mito fusion act – blocks mitochondrial division or promotes mitochondrial fusion. S. cerevisiae fusion-defective mutant growth rescue, CellTiterGlo 48 h. Potency, µM (doses to about 46.1 µM), for inactives: at the highest dose growth rescue (activation), actives largely listed as activators. 0.23% of 320,000 active. AID 485298;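 note: potency is the fitted concentration of half-maximal effect; % of control where 0% means no effect; nearly all actives have a fitted effect of over 45% in size; temperature-sensitive fusion mutants such as fzo1-1 at 37 °C on non-fermentable ethanol glycerol medium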
#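 Yeast fusion mutant, YPEG (non-fermentable carbon), compound, 48 h at 37C non-permissive; CellTiterGlo added, 10 min RT, luminescence read. Rescued growth = division inhibition.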
# B2AR arrestin – agonists driving beta-arrestin recruitment to human beta2-adrenergic receptor; AID 492947; Potency, µM (titrated, usually from 46.1 µM), for inactives: at the highest dose activation, actives largely listed as activators; beta-arrestin recruitment to beta2AR, cell-based reporter; 0.02% of 330,000 active; P07550;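 note: potency is the fitted concentration of half-maximal effect; 0% = DMSO controls and full agonism = EC100 isoproterenol or metaproterenol; nearly all actives have a fitted effect of over 65% in size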
# uPA surface inh – cell surface uPA generation inhibition; cell surface uPA generation assay, qHTS; Potency, µM (titrated, usually from 38.3 µM), for the others: at the highest dose activity change, negative = inhibition, usual class: inhibitors; 0.31% of 330,000 active; AID 540303; active = well fitted inhibition curve with a large enough effect; inconclusive = small, poorly fitted or top-dose-only effect; inactive = no such curve, though single readings can be large or run the other way; tested in mouse RAW 264.7 cells; note: potency is the fitted concentration of half-maximal effect; % is set by controls: 0 for no effect and ±100 for the full control effect; nearly all actives have a fitted effect of over 55% in size
# Eya2 phos inh – inhibitors of human Eya2 phosphatase activity. O00167. recombinant Eya2, OMFP fluorescence dephosphorylation (OMFP is methylfluorescein phosphate). Potency, µM (series often up to 76.9 µM), without a hit: at the top dose activity, negative = inhibition, most hits filed as inhibitors. 0.006% of 330,000 active. AID 488837; note: potency is the fitted concentration of half-maximal effect; % is set by controls: 0 for no effect and ±100 for the full control effect
#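 Eya2 protein (added as 0.2 uM solution) was preincubated with compound for 10 min at ambient temperature in 50 mM HEPES pH 7.5, 50 mM NaCl, 5 uM MgCl2, 0.05% BSA, 1 mM DTT. OMFP (added at 50 uM) then reacted 10 min; fluorescence read at 485/525 nm.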
# TSHR antagonist – blocks TSH signaling through the human TSH receptor; activity change, negative = inhibition, % at 11.5 µM; TSHR-expressing cells, TSH-stimulated cAMP HTRF, 2 h; stronger effect = lower value; 0.2% of 330,000 active;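 active = activity change below a set negative limit, meaning inhibition stronger than a set level, cut at about -70% in these data; inconclusive = activity change between two set negative limits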; note: % is set by controls: 0 for no effect and ±100 for the full control effect
#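 Read-out is FRET at 665 nm (cryptate excitation 337 nm) from a cryptate-tagged anti-cAMP antibody, competed by cell cAMP against cAMP-d2. Compounds are tested on freshly harvested TSHR cells challenged with 4nM TSH (EC80) for 2 hours at 37 deg C.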
# TCR act – activates T cell receptor signaling; Potency, µM (series often up to 9.22 µM), inactives show at the highest dose activation of IL-2 secretion, hits mostly activators; primary human leukocytes, anti-CD3, IL-2 HTRF, 48 h; 330,000 tested, under 10 active; note: % of control where 0% means no effect
#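 HTRF read-out of IL-2 secretion: europium cryptate donor excited at 320nm, d2 acceptor emission at 665nm. Cells were primary human leukocytes incubated 48 hr with compounds and a-CD3 beads, supplying TCR signal only.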
# Starred values were filed as active, the others as inactive; ? = inconclusive; nt = no result given; [ ] = another dose, or the depositor's remark. Unless noted, calls come from the whole dose curve; as a rule, active = well fitted curve in the direction sought with a large enough effect; inconclusive = small, poorly fitted or top-dose-only effect, or another doubt; inactive = no such curve, though single readings can be large; an effect the other way counts as inactive or inconclusive. Hits appear at their usual frequency; 3% or so of the library scored in one or more.
SMILES,ELG1 repair inh,BCR signal inh,PTAP TSG101 blk,USP2a inh,Tb PFK block,Mito fusion act,B2AR arrestin,uPA surface inh,Eya2 phos inh,TSHR antagonist,TCR act
CSc1nncc(/C(C)=N\Nc2cccc(C)c2)n1,10%,18%,-7%,1%,-5%,7%,0.0%,2%,-1%,14,10%
CC1CCc2c(sc3ncnc(SCC(=O)c4ccccc4)c23)C1 (stereo unspecified),?,4%,-2%,2%,0%,-3%,-0.6%,8%,4%,14,4%[46.1 µM]
CCc1ccc(NC(=O)C(C)n2nc(C)c([N+](=O)[O-])c2C)cc1 (stereo unspecified),12%,-6%,-1%,4%,-2%,2%,-0.1%,5%,?,-3,2%
COC(=O)c1cccc(NCN2C(=O)c3ccccc3C2=O)c1,-5%,-5%,-1%,0%,-7%,-7%,0.1%,-5%,1%,-1,1%
COc1ccc(OC)c2c(C)cc(NCCN3CCOCC3)nc12,-2%,-3%,-7%,1%,3%,0%,0.3%,10%,-8%,-5,1%
CCCN1CCN(c2ccc(S(N)(=O)=O)cc2[N+](=O)[O-])CC1,8%,-1%,-7%,0%,1%,0%,0.1%,1%,-4%,0,-1%
COc1cccc(NC(=O)COC(=O)c2ccccc2F)c1,-3%,?,1%,3%,-1%,0%,-0.5%,0%,-6%,22,-5%[46.1 µM]
CCc1cccc(CC)c1NC(=O)COc1ccccc1C(=O)c1cc(C#N)c(=O)n(C2CCCCC2)c1,-33%,-6%,0%,-9%,-2%,-6%,-0.6%,-7%,2%,1,1%[46.1 µM]
FC(F)(F)c1cc(-c2cccs2)nc2cc(-c3cccs3)nn12,11%,-19%,-5%,0%,1%,-8%,-0.3%,-1%,-15%,-1,0%
C#CC[N+](C)(C)CCCCCCCC,9%,-3%,-3%,-1%,1%,0%,-0.5%,?,0%,0,-3%[46.1 µM]
COc1cc(Cl)cc(C(c2c(C(=O)O)[nH]c3ccccc23)c2c(C(=O)O)[nH]c3ccccc23)c1O,1%,8%,-4%,0%,-11%,-4%,-0.2%,0%,6%,0,4%
CCOC(=O)/C(=C\c1ccc([N+](=O)[O-])cc1)C(=O)c1cc(C(C)=O)c(Nc2ccccc2)s1,?,-13%,2%,1%,-2%,-21%,0.2%,-8%,-15%,-5,5%
CC(=O)c1ccc(NC(=O)C2CCN(S(=O)(=O)c3cccc4cccnc34)CC2)cc1,9%,1%,-3%,2%,1%,7%,-0.6%,1%,3%,-11,0%[46.1 µM]
CC(C)(C)C(=O)N1CCN(c2ccnc3cc(Cl)ccc23)CC1,?,-9%,-1%,0%,-2%,-3%,-0.7%,13%,-3%,-8,-3%
Cc1ccc(C)c(S(=O)(=O)NC2CCS(=O)(=O)C2)c1 (stereo unspecified),5%,0%,1%,3%,8%,-4%,0.3%,14%,-34%,2,2%
NC(=O)c1ccsc1NC(=O)COC(=O)/C=C/c1ccccc1,?,6%,-11%,-3%,0%,9%,3.2%,1%,-9%,-18,9%
COc1cc(CCC(=O)OCn2nnc3ccccc3c2=O)cc(OC)c1OC,24%,-6%,-5%,-1%,2%,3%,0.3%,5%,-8%,5,-1%
Fc1ccc(-c2ccnc3nc(-n4cccc4)nn23)cc1,4%,8%,-7%,3%,2%,12%,-0.3%,nt,-18%,-5,1%
O=C(c1ccc(Br)cc1)N1CCC(C(=O)N2CCN(c3ccccc3)CC2)CC1,?,2%,5%,1%,-2%,5%,0.7%,-5%,7%,-1,-2%
Cc1ccccc1C(=O)N1CCC(C(=O)NC2CCCCCC2)CC1,-5%,5%,0%,3%,3%,-1%,-0.7%,-1%,-26%,nt,4%
CN(C)c1ncc([N+](=O)[O-])cc1C(F)(F)F,5%,0%,0%,1%,1%,-9%,-0.2%,6%,4%,6,-1%
COc1cccc(C(=O)Nc2ccc(NC(=O)C3CCCCC3)nc2)c1,?,?,0%,2%,1%,7%,0.2%,-4%,6%,-103*,8%
CCn1nnnc1SCC(=O)Nc1nnc(C(C)C)s1,?,11%,-4%,0%,-3%,-6%,-0.3%,-4%,4%,17,0%
CC(C)N(Cc1ccccc1)C(=O)CN1C(=O)NC2(CCCc3ccccc32)C1=O (stereo unspecified),-6%,6%,-3%,0%,2%,0%,-0.2%,-2%,-8%,9,-6%
Cc1ccc(S(=O)(=O)NCc2ccc3c(c2)cc(C)n3C)cc1,8%,-1%,-4%,-1%,-1%,1%,-0.1%,11%,-2%,13,-8%
O=C(CCCNS(=O)(=O)c1cccs1)N1CCN(c2cccc(Cl)c2)CC1,23µM*,3%,-4%,4%,?,4%,0.0%,0%,10%,10,-6%
CC(=O)Nc1nc(C)c(Oc2cccc(C(F)(F)F)c2)c(=O)[nH]1,?,-2%,-2%,0%,-1%,-9%,-0.2%,0%,-4%,-11,-6%
CN(C)C(=O)c1cc(Cl)ccc1Sc1cc(Cl)ccc1Cl,-3%,?,-3%,-3%,2%,12%,-0.3%,-6%,-1%,-37,-3%
c1cc(-c2noc(CC3CCCCC3)n2)ccn1,?,?,3%,4%,0%,1%,-0.4%,1%,-7%,-12,2%
COC(=O)Cn1cnc2c(cnn2-c2ccc(OC)cc2)c1=O,?,0%,0%,1%,-2%,-1%,-3.2%,-1%,-9%,6,-3%
CCOC(CNC(=O)c1cc(C)nn1-c1ccccc1)OCC,-3%,-4%,-1%,-2%,1%,2%,-0.2%,nt,-3%,-5,nt
Cc1ccc(S(=O)(=O)Nc2cc(C(F)(F)F)ccc2N2CCOCC2)cc1C,-3%,-1%,0%,-7%,1%,-8%,-1.7%,2%,-5%,-10,-2%[46.1 µM]
CN1CCc2c(sc(NC(=O)CS(=O)(=O)c3ccc(F)cc3)c2C(N)=O)C1,8%,-8%,-1%,1%,-2%,-5%,0.0%,0%,16%,-4,-6%
CCOc1ccccc1N(CC(=O)OC)S(=O)(=O)c1ccccc1,-10%,3%,-1%,2%,-2%,-1%,-0.1%,3%,-7%,3,1%
FC(F)(F)c1ccccc1CNCc1ccc2c(c1)OCO2,-1%,-1%,-2%,1%,-3%,4%,0.4%,6%,10%,3,-9%
Cc1nn(-c2ccccc2)c(N)c1Sc1ccccc1[N+](=O)[O-],0%,-1%,-2%,0%,-3%,-4%,-0.3%,-5%,2%,5,1%[46.1 µM]
O=C(CN1CCN(C2CCCCC2)CC1)Nc1ccccc1N1CCCCC1,-16%,-3%,-2%,-18%,-1%,-6%,-0.1%,-11%,-2%,1,4%
Fc1ccc(NCc2n[nH]c(=S)n2Cc2ccccc2)cc1,-26%,-25%,0%,-2%,-13%,-6%,-0.6%,8%,-6%,8,9%
CCOC(=O)n1cc(-c2cnc(CNC(=O)C(C)(c3ccccc3)c3ccccc3)o2)c2ccccc21,-5%,-1%,-6%,4%,-4%,-2%,0.6%,4%,-4%,1,0%
O=C(COc1ccc(Cl)cc1Cl)N1CCCCCC1,?,?,-5%,0%,-2%,1%,0.3%,nt,-11%[15.4 µM],-18,-7%
O=C(O)CCC/C=C\C[C@@H]1[C@@H](/C=C/[C@@H](O)COc2cccc(Cl)c2)[C@H](O)C[C@@H]1O,1%,?,-2%,5%,-7%,-3%,6.2%,8%,3%,-7,-10%
O=C(O)CCC(=O)c1c[nH]c2ccccc12,0%,?,-6%,-1%,0%,-3%,0.1%,nt,-1%,-8,2%
CCCc1nnc(NC(=O)c2cccc(OC)c2)s1,?,?,-2%,-4%,-9%,1%,0.1%,-3%,-5%,21,-49%
Cc1noc(C)c1COC(=O)c1ccc(S(=O)(=O)N2CCCCC2)cc1,-9%,0%,-2%,0%,3%,-1%,-0.2%,-6%,-23%,4,-6%
COc1ccc(CC2(C)OC(c3ccc(C)cc3)=NN2C(C)=O)cc1 (stereo unspecified),16%,-1%,2%,2%,-4%,24%,0.9%,1%,-3%,-2,-1%[46.1 µM]
CC(C)Oc1cc(NC(=O)CS(=O)CC(=O)Nc2cccc(C(F)(F)F)c2)c(Cl)cc1Cl (stereo unspecified),0%,-9%,-7%,-5%,-3%,-4%,0.4%,-5%,?,4,1%
CC(=O)Nc1ccc(NC(=O)CN(c2cccc(C)c2)S(C)(=O)=O)cc1,2%,0%,-11%,4%,0%,-3%,0.1%,nt,-17%,-7,-5%

# Assay outcomes from PubChem.
